Compound activity as filed in PubChem.
D2 antag – antagonists of human D2 dopamine receptor; P14416; inhibition, % at 10 µM; HEK293 TREx D2 cells, calcium flux, dopamine EC80; 340,000 compounds, 2% hits; in the data active means inhibition above about 30%; further: 0% is about no effect
Target sequence (P14416 whole entry, looked up): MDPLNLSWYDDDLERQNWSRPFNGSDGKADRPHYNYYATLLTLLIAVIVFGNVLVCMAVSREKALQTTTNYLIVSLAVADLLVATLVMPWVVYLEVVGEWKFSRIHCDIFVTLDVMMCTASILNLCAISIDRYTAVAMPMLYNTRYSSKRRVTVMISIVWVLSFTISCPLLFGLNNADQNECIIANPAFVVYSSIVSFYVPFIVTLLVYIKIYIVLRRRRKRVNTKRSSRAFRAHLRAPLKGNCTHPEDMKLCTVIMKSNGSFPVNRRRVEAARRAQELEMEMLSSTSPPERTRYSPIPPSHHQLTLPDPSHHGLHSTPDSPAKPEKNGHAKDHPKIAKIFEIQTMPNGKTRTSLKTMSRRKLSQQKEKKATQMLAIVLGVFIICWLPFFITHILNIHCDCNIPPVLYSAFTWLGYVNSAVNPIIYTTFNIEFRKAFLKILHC
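Calcium mobilization kinetics were recorded at 1 s intervals in tetracycline-induced HEK293 T-REx D2 cells, first for 180 s after compound addition and then 180 s after EC80 dopamine.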
D1 antag – antagonists of human D1 dopamine receptor; P21728; HEK293 TREx D1 cells, calcium flux, dopamine EC80; active compounds read low; activity change, negative = inhibition, % at 10 µM; 360,000 compounds, 3.2% hits; in the data active means activity change below about -30%; further: on the % scale 0 is the no-effect control and ±100 the full control effect
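Kinetic fluorescence of a calcium dye serves as the read-out. D1-expressing Hek293 Trex cells, induced overnight at 30 C, are exposed to compound for 180 s before an EC80 dopamine addition, then read 180 s further.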
RXFP1 antag – RXFP1 (human) relaxin receptor antagonism | Q9HBX9 | 350,000 compounds, 0.59% hits | activity change, negative = inhibition, % at 57.5 µM | HEK293-RXFP1, relaxin-stimulated cAMP HTRF, 30 min; active compounds read low;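 active means activity change of -60% or lower, but not beyond a set lower limit; inconclusive means change between -60% and -40%, or beyond the set limit; inactive means change above -40%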; further: on the % scale 0 is the no-effect control and ±100 the full control effect
TRHR agonist – TRH receptor (human) agonism; activation, % at 2 µM; TRHR cells, calcium flux fluo-8, FDSS agonist mode; P34981; 360,000 compounds, 0.18% hits; further: 0% is about no effect
Target sequence (P34981 whole entry, looked up): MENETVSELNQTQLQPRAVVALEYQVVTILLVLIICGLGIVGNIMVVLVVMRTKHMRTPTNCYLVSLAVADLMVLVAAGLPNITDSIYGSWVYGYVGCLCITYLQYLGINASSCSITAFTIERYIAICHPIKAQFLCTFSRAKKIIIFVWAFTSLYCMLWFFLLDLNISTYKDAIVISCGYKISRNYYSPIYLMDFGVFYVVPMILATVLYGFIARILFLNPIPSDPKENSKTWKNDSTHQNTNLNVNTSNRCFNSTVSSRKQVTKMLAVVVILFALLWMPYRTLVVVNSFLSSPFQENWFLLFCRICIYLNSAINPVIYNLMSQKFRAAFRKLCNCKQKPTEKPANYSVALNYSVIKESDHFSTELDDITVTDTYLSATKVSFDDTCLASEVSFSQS
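TRHR-expressing cells, plated overnight in medium with 10% serum, were loaded with fluo-8 calcium dye at room temperature. After a 10 s baseline, library compound was pin-added and calcium release was recorded kinetically (ex 480/em 530) as agonist response.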
D2 potentiator – positive allosteric modulators of human D2 dopamine receptor; P14416; HEK293 T-REx D2, calcium flux, EC20 dopamine potentiation; potentiation, % at 10 µM; 340,000 compounds, 0.34% hits; AID 485347;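 active means potentiation over 3 SD above the plate norm, cut at about 30% in these data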; further: 0% is about no effect
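Tetracycline-induced HEK293 T-REx cells force-coupled to calcium signalling expressed D2; compounds were pin-added after a 10 s baseline, read kinetically 180 s, then an EC20 dopamine challenge followed with a further 180 s calcium read.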
D2 ag – D2 dopamine receptor (human) agonism. P14416. HEK293 T-REx D2 cells, calcium flux agonist mode. activation, % at 2 µM. 340,000 compounds, 0.53% hits;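 active means activation over 3 SD above normal in the single-dose calcium agonist read, cut at about 30% in these data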; further: 0% is about no effect
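In this primary screen, compounds producing a positive calcium signal within 180 s of addition to tetracycline-induced, force-coupled HEK293 Trex D2 cells are flagged; cells are dye-loaded with a no-wash calcium kit beforehand.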
D1 potentiator – human D1 dopamine receptor positive modulation; P21728; HEK293 TREx D1 cells, calcium flux, dopamine EC20 potentiation; potentiation, % at 10 µM; 360,000 compounds, 0.036% hits; AID 504651; in the data active means potentiation above about 30%; further: 0% is about no effect
TRHR enhancer – allosterically enhances the human TRH receptor. 360,000 compounds, 0.66% hits. AID 493056. enhancement, % at 2 µM. TRHR cells, fluo-8 calcium fluorescence, EC20 TRH enhancement; in the data active means enhancement above about 30%; further: 0% is about no effect
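TRHR-expressing cells loaded with fluo-8 calcium dye were read kinetically (ex 480/em 530) during compound addition, then stimulated with an EC20 of TRH (10 nM final). Enhancement of the Gq-mediated intracellular calcium response was scored.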
D1 ag – agonists of human D1 dopamine receptor | AID 504660 | activation, % at 2 µM | HEK293 T-REx D1 cells, calcium flux, agonist mode | P21728 | 360,000 compounds, 1% hits; further: 0% is about no effect
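Agonism was scored from calcium flux recorded over 180 s (1 read/s) after pintool compound addition, following a 10-cycle baseline. Cells were inducible force-coupled HEK293 TREx D1, plated overnight at 30 C and loaded with no-wash calcium dye.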
Active calls of the source: *; ? = inconclusive; . = not tested or not shown; & = joins results of further samples. Unless noted, no stated cut-off is given here; in the data, active means activation above about 30%; inactive means the rest.

SMILES	D2 antag	D1 antag	RXFP1 antag	TRHR agonist	D2 potentiator	D2 ag	D1 potentiator	TRHR enhancer	D1 ag
O=C(O)CC1NC(=O)N(c2ccc(Cl)cc2)C1=O (stereo unspecified)	-8	-3	0	0.4	8	0.8	-6	1	2
COc1ccc(-n2c(=O)c(CCC(=O)N(C)Cc3ccccc3C)nc3ccccc32)cc1	-6	1	-1	-0.7	1	0.8	6	-6	1
CCOC(=O)c1ccccc1-c1csc(N)n1	18	15	11	0.3	-7	0.9	-2	-5	1
Cc1cc(C)cc(-n2c(O)c(C=NC3CCS(=O)(=O)C3)c3ccccc3c2=O)c1 (stereo unspecified)	0	-1	4	0.3	-8	0.2	-1	3	2
Cn1c(=NC(=O)CN2C(=O)C3CC=CCC3C2=O)sc2ccccc21 (stereo unspecified)	0	7	-29&2	-0.4	1	-0.7	-7	-1	0
Cc1onc(-c2ccccc2Cl)c1C(=O)Nc1ccc(OCC(=O)N2CCOCC2)cc1	4	0	24	-0.6	3	-0.7	-6	-2	3
COc1ccc(-c2cc(C(=O)NCCCn3ccnc3)no2)cc1OC	5	30	2	-0.5	-5	-0.5	-6	15	-1
FC(F)(F)c1nnc2sc(-c3ccco3)nn12	2	-4	-7	0.6	-3	1.6	-9	3	2
CC(NC(=O)c1ccco1)C(c1cccs1)N1CCOCC1 (stereo unspecified)	3	-10	9	0.9	4	0.5	.	6	3
Cc1cc(-c2nnc(SCC(=O)Nc3ccccc3)n2C)no1	-1	7	-10	0.0	-3	0.3	0	1	1
Cc1nc2sc(C(=O)NCc3ccc(Cl)cc3)c(NC(=O)c3ccccc3)c2c(C)c1C	.	-8	2	0.4	0	0.2	-2	-1	0
Cc1nnc(SCC(=O)NC(C)(C)C)n1C1CCCCC1	0	13	5	0.0	-2	-0.9	7	3	2
COc1ccc(Nc2nc3ccc(Cl)cc3nc2-n2nc(C)cc2C)cc1	.	-7	-4	0.2	4	-0.3	-3	-8	2
COc1cccc(NC(=O)c2ccc(NCCCN3CC(C)CC(C)C3)c([N+](=O)[O-])c2)c1 (stereo unspecified)	-17	6	-18	1.4	-9	0.1	-12	-3	1
CN(C)c1ccc(-c2noc(C3CCN(S(=O)(=O)c4cccc(Cl)c4)CC3)n2)cc1	5	-13	32	0.7	-7	-1.5	-5	-3	3

An excerpt from above in order of SMILES length, descending.
SMILES	D2 antag	D1 antag	RXFP1 antag	TRHR agonist	D2 potentiator	D2 ag	D1 potentiator	TRHR enhancer	D1 ag
COc1cccc(NC(=O)c2ccc(NCCCN3CC(C)CC(C)C3)c([N+](=O)[O-])c2)c1 (stereo unspecified)	-17	6	-18	1.4	-9	0.1	-12	-3	1
COc1ccc(Nc2nc3ccc(Cl)cc3nc2-n2nc(C)cc2C)cc1	.	-7	-4	0.2	4	-0.3	-3	-8	2
Cc1cc(-c2nnc(SCC(=O)Nc3ccccc3)n2C)no1	-1	7	-10	0.0	-3	0.3	0	1	1
O=C(O)CC1NC(=O)N(c2ccc(Cl)cc2)C1=O (stereo unspecified)	-8	-3	0	0.4	8	0.8	-6	1	2
FC(F)(F)c1nnc2sc(-c3ccco3)nn12	2	-4	-7	0.6	-3	1.6	-9	3	2

Continued.
SMILES	D2 antag	D1 antag	RXFP1 antag	TRHR agonist	D2 potentiator	D2 ag	D1 potentiator	TRHR enhancer	D1 ag
CCOC(=O)c1c(NCc2ccccc2)n[nH]c1C	-4	15	-10	-0.2	16	-8.3	1	1	0
N#Cc1ccc(CN2CCN(C(=O)CC(NC(=O)c3ccccc3)c3ccccc3)CC2)cc1 (stereo unspecified)	2	-27	-9	-1.2	4	-1.0	-7	4	4
Cc1ccc(-n2c(CNc3ccc(F)cc3)nnc2SCC(=O)NCc2ccco2)cc1	34*	2	-4	-0.9	18	0.4	-8	-6	1
COc1cccc(CN2CCN(Cc3ccc4c(NC(C)=O)cccc4n3)CC2CCO)c1 (stereo unspecified)	12	0	-1	2.3	2	0.4	-1	2	0
CS(=O)(=O)N1CCCC(C(=O)N2CCc3ccccc3C2)C1 (stereo unspecified)	-4	-12	4	0.4	-14	0.3	0	-1	4
Cc1ccc(C)c(NC(=O)C(c2ccccc2)N2CCOCC2)c1 (stereo unspecified)	-15	-7	3	0.8	-5	0.4	-4	-1	0
COc1ccc(-c2cc(C(=O)OCC(=O)N(C)C3CCS(=O)(=O)C3)c3ccccc3n2)cc1OC (stereo unspecified)	0	-4	?	-1.0	.	0.8	-1	0	1
COc1ccccc1CCc1nnc(CCC(=O)NCC[C@@H]2C[C@@H]3C=C[C@H]2C3)o1	26	7	2	-1.6	-1	-0.5	2	-7	0
CCn1cc(CN2CCc3c([nH]c4ccccc34)C2c2cccc(OC)c2)c(C)n1 (stereo unspecified)	8	-35*	-14	0.0	-12	-0.5	-3	-2	24
CCOP(=O)(c1ccc(N(C)C)cc1)C(O)c1ccccc1 (stereo unspecified)	8	-1	-14	0.4	-4	0.5	-1	-8	1
Cn1c(=O)n(CC(=O)NCc2cccnc2)c2ccccc21	28	-9	17	0.7	.	2.4	-3	1	1
Cc1cc(Br)ccc1NC(=O)COc1cc(=O)n(C)c2ccccc12	.	-4	.	-0.2	15	0.1	-1	1	-1
COc1ccc(N2CCN(C(c3ccc(F)cc3)c3sc4nc(-c5ccco5)nn4c3O)CC2)cc1 (stereo unspecified)	.	.	-5	-0.3	-8	.	1	3	0
CCN(CC)CCCNc1nc2cc(OC)c(OC)cc2c2nc(-c3cccnc3)nn12	1	-2	-2	0.3	-4	0.2	-5	-2	1
CCOc1cc2[nH]c(=O)n(CCCCC(=O)NCc3ccco3)c(=O)c2cc1OCC	7	7	20	0.1	-9	-0.4	-5	-4	0
O=C(Nc1ccc(F)cc1)N1CCn2c(nc3ccccc32)C1	33*	16	-8	-0.5	3	0.6	1	0	2
CCNC(=S)N(Cc1ccccc1)Cc1nc2ccccc2c(=O)[nH]1	.	-31*	.	-0.5	.	.	-12	-7	6
Cc1ccc(CNC(=O)CCc2c(C)nc3ncnn3c2C)cc1	.	13	-1	-0.3	.	.	-5	1	2
O=C(CCCC(=O)N(c1ccc2c(c1)OCCO2)C(C(=O)NC1CCCCC1)c1ccc(F)cc1)Nc1ccccn1 (stereo unspecified)	17	11	12	1.0	5	0.4	-2	1	4
COc1ccc2nc(C)cc(NCCN3CCOCC3)c2c1	4	19	1	1.0	-4	3.3	.	-6	2
CC(C)[C@@H]1COC(c2cccc(C3=N[C@H](C(C)C)CO3)c2)=N1	1	-5	.	0.2	-9	-0.1	-5	-4	4
CC(C)C(NC(=O)c1ccco1)C(=O)NC1CCCCCC1 (stereo unspecified)	-14	9	4	-0.1	1	-0.1	-3	9	0
Cc1cccc(N2CC(C)Cn3c2nc2c3c(=O)n(CC(=O)OCc3ccccc3)c(=O)n2C)c1 (stereo unspecified)	23	-5	14	0.0	-2	0.8	-5	-6	1
CCc1nc(N2CCN(c3nc(C)cc(C)n3)CC2)c2oc3ccccc3c2n1	5	0	.	0.4	-8	0.5	2	0	1
CC(Sc1nc2ccccc2s1)C(=O)NC1CCCc2ccccc21 (stereo unspecified)	4	-25	.	-0.1	5	0.7	-10	-1	6
CSCCC(NC(=O)c1ccccc1)C(=O)N1CC=C(c2ccccc2)CC1 (stereo unspecified)	8	-11	-6	-0.7	12	0.2	-2	2	3
CC(NC(=O)C1CCCN(C(=O)N(C)C)C1)c1ccccc1 (stereo unspecified)	1	.	-4	-0.1	11	0.1	-4	3	-2
COc1cc(CNCc2ccccn2)ccc1OCc1c(Cl)cccc1Cl	1	5	-13	0.0	1	-1.9	3	6	41*
COc1ccc(NC(=S)NCc2ccco2)cc1	-9	2	1	-0.3	3	0.0	-2	-3	-1
CN1CCN(c2ccc([N+](=O)[O-])cc2/C=N/NC(=O)c2cccc([N+](=O)[O-])c2)CC1	15	8	.	-0.1	-39	0.9	1	-1	1

D1 ag, entries above that show a hit
mol | D2 antag | D1 antag | RXFP1 antag | TRHR agonist | D2 potentiator | D1 potentiator | TRHR enhancer | D1 ag
COc1cc(CNCc2ccccn2)ccc1OCc1c(Cl)cccc1Cl | 1 | 5 | -13 | 0.0 | 1 | 3 | 6 | 41*

New compounds follow.
SMILES	D2 antag	D1 antag	RXFP1 antag	TRHR agonist	D2 potentiator	D2 ag	D1 potentiator	TRHR enhancer	D1 ag
NNC(=O)CSc1nnc(-c2ccccc2)n1-c1ccccc1	-31	8	-8	-0.4	-6	0.8	-2	4	0
CCc1nnc(NC(=O)COc2ccc([N+](=O)[O-])cc2)s1	9	11	10	-0.8	-6	-0.3	-3	-1	5
CCOC(=O)N1CCc2c(sc(NC(=O)CN3CCOCC3)c2C(=O)Nc2ccccc2)C1	-6	.	0	-1.0	-8	-1.1	-2	1	-1
Cc1ccc(N=C2SC(C(=O)O)CC(=O)N2C)cc1C (stereo unspecified)	20	-5	-14	0.7	13	0.2	7	34*	1
CCCN=C1NC(=O)C(CC(=O)NCCc2ccccc2)S1 (stereo unspecified)	-3	-1	-2	-0.3	-11	0.5	0	1	6
C=CCNc1nc(NCc2ccccc2)nc(OCC)n1	3	7	3	-1.3	0	0.1	-8	0	-1
COc1ccccc1C(=O)N1CCN(C2CCN(Cc3ccccc3)CC2)CC1	-5	-12	0	0.2	-10	0.6	-6	-3	2
CC(O)CNc1nc2ccccc2n1-c1ncnc2sc3c(c12)CCC3 (stereo unspecified)	20	-13	-7	-0.5	-20	0.0	-1	4	4
CCOC(=O)c1cc2c(=O)n3ccccc3nc2n(Cc2ccccc2)c1=N	-1	4	-12	0.6	-11	0.3	3	-10	0
COc1ccc(N=C2NC(=O)/C(=C\C=C\c3ccccc3)S2)cc1	12	-13	7	1.0	3	0.7	-5	-6	2
CCOc1ncccc1C(=O)OCC(=O)NCc1ccc2c(c1)OCO2	3	-5	-36	0.4	0	0.2	-5	-6	1
O=C(COc1ccccc1Cl)NCCCNC(=O)c1cnccn1	-24	-5	2	-0.9	13	-0.4	0	7	3
c1cc(-c2nnc3n2CCCCC3)ccn1	-1	-8	4	0.0	-5	0.5	-2	-1	4
CC(C)COC(=O)C(C#N)c1nc2ccccc2nc1N1CCN(Cc2ccccc2)CC1 (stereo unspecified)	-8	5	3	3.1	.	1.5	-1	7	3
COc1ccc(N2CCN(S(=O)(=O)c3ccc4c(c3)NC(=O)CC(=O)N4)CC2)cc1	-10	-6	-4	-0.1	-2	-1.5	-4	25	1
CCOC(=O)C1CCN(CC(O)COc2ccc(C(C)(C)CC)cc2)CC1 (stereo unspecified)	80*	1	-17	4.0	-27	66*	-3	-3	26
Cc1cccc(NC(=O)C(c2ccccc2Cl)N2CCOCC2)c1 (stereo unspecified)	8	-1	-31	-0.4	.	0.1	-2	15	1
